BAZ2B inh: qHTS Assay for Inhibitors of BAZ2B; Bromodomain adjacent to zinc finger domain protein 2B (Homo sapiens), Q9UIF8; AlphaScreen BAZ2B-H3K14Ac peptide displacement; Potency, µM (series often up to 114 µM), for inactives: at the highest dose activity change, negative = inhibition, hits mostly inhibitors; hit rate 4.4% among 360,000; AID 504333, 2011; further: on the % scale 0 is the no-effect control and ±100 the full control effect; nearly all actives have a fitted effect of over 60% in size
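Complex of BAZ2B and biotin-H3K14Ac (50 nM apiece) forms over 30 min at RT, then faces library compounds up to 110 uM for another 30 min; AlphaScreen beads added, 20 min dark incubation, luminescence read.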
POLK inh: qHTS for Inhibitors of Polymerase Kappa | DNA polymerase kappa (Homo sapiens), Q9UBT6 | purified Pol kappa, fluorescent DNA synthesis assay, 10 min | Potency, µM (titrated, usually from 107 µM), without a hit: at the top dose activity, negative = inhibition, most hits filed as inhibitors | hit rate 0.53% among 400,000; further: on the % scale 0 is the no-effect control and ±100 the full control effect
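Inhibition of 10 nM Pol kappa is measured by a fluorescent read-out at 0 and 10 min following addition of 50 nM substrate (final), with a 15-min room-temperature compound preincubation.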
Pol iota inh: qHTS for Inhibitors of Polymerase Iota; AID 588590, 2011; hit rate 1% among 390,000; Pol iota fluorescent replication assay, 10 min; Potency, µM (doses to about 115 µM), for the others: top-dose activity, negative = inhibition, hits mostly inhibitors
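Fluorescent replication assay read twice, at 0 min and 10 min after adding 50 nM (final) substrate. Enzyme (10 nM) and compounds were first incubated 15 min at room temperature; enzyme-free buffer wells were negative controls.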
G9a inh: qHTS Assay for Inhibitors of Histone Lysine Methyltransferase G9a; G9a H3K9 monomethylation, AlphaScreen, 2 h; hit rate 8.8% among 350,000; Potency, µM (titrated, usually from 102 µM), inactives show top-dose activity, negative = inhibition, usual class: inhibitors; further: on the % scale 0 is the no-effect control and ±100 the full control effect; nearly all actives have a fitted effect of over 75% in size
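Using a bead-based AlphaScreen, monomethylated H3K9 product from 2 h room-temperature reactions (G9a 20 nM, peptide 500 nM, SAM 20 uM) was detected with 0.5 ug/mL rabbit anti-H3K9me1 antibody.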
JMJD2A Tudor inh: qHTS Assay for Inhibitors of JMJD2A-Tudor Domain. Lysine-specific demethylase 4A (Homo sapiens), O75164. AlphaScreen JMJD2A-Tudor / H3K4me3 peptide binding. Potency, µM (top dose mostly 114 µM), for inactives: at the top dose activity change, negative = inhibition, actives largely listed as inhibitors. hit rate 4.4% among 390,000. AID 504339, 2011; further: on the % scale 0 is the no-effect control and ±100 the full control effect; nearly all actives have a fitted effect of over 50% in size
Target sequence (O75164 whole entry, looked up, the tested form may be a part): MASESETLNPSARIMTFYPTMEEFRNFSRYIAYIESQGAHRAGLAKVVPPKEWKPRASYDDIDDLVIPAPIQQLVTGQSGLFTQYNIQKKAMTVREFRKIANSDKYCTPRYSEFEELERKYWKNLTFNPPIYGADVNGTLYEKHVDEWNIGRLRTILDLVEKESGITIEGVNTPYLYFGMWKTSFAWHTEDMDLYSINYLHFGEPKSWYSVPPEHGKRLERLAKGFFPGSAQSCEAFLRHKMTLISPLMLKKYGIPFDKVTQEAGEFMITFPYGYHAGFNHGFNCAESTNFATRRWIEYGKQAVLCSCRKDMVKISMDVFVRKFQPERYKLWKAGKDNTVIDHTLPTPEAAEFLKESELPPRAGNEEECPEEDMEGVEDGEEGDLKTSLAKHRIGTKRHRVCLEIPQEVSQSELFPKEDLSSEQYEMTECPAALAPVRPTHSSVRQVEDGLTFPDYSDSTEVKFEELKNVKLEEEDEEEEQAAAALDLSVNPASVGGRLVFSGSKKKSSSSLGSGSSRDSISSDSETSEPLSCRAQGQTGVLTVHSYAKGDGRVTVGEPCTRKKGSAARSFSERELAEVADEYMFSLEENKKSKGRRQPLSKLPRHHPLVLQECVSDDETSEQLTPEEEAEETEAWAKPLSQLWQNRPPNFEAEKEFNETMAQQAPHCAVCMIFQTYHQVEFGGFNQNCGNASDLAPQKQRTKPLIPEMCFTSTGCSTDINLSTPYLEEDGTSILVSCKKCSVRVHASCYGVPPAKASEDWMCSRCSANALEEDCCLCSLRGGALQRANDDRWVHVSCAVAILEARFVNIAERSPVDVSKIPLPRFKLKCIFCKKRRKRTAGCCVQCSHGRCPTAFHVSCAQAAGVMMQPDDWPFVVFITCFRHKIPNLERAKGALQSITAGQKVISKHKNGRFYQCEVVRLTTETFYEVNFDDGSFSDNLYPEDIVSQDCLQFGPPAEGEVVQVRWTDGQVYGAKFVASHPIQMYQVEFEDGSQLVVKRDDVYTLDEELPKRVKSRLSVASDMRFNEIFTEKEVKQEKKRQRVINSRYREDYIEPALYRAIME
APEX1 inh: qHTS Assay for Inhibitors of the Human Apurinic/apyrimidinic Endonuclease 1 (APE1); DNA repair nuclease/redox regulator APEX1 (Homo sapiens), P27695; recombinant APE1, TAMRA/BHQ-2 abasic DNA cleavage fluorescence; Potency, µM (top dose mostly 65.8 µM), for the others: at the highest dose activity change, negative = inhibition, hits mostly inhibitors; hit rate 0.35% among 350,000; AID 2517, 2012;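 further: plate controls were vehicle for no effect and reference inhibitor for full effect; nearly all actives have a fitted effect of over 55% in size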
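Kinetic fluorescence read (525 ex/598 em nm, three reads 60 s apart) of AP-site incision; signal = third minus first read. Enzyme 0.75 nM, dual-labelled THF duplex 50 nM, compound preincubation 15 min RT.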
POLB inh: qHTS Assay for Inhibitors of DNA Polymerase Beta | Pol beta primer extension/strand displacement, fluorescence kinetic | Potency, µM (highest dose often 114 µM), for the others: at the top dose activity change, negative = inhibition, hits mostly inhibitors | hit rate 1.3% among 340,000; further: on the % scale 0 is the no-effect control and ±100 the full control effect
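Pol beta (10 nM) and compounds were preincubated 15 min at room temperature, then 50 nM substrate (final) started primer extension/strand displacement. Reads were taken at 0 and 10 min; concentration-response data were fitted to a four-parameter Hill equation.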
BLM inh: qHTS Assay for Inhibitors of Bloom's syndrome helicase (BLM); recombinant BLM DNA unwinding, fluorescence dequenching; hit rate 0.2% among 350,000; Potency, µM (doses to about 56.1 µM), without a hit: top-dose activity change, negative = inhibition, most hits filed as inhibitors; RecQ-like DNA helicase BLM (Homo sapiens), P54132; AID 2528, 2010;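 further: plate controls were vehicle for no effect and no enzyme for full effect; nearly all actives have a fitted effect of over 35% in size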
Pol eta inh: qHTS for Inhibitors of Polymerase Eta | DNA polymerase eta (Homo sapiens), Q9Y253 | recombinant Pol eta, fluorescent DNA replication assay | Potency, µM (doses to about 114 µM), inactives show at the top dose activity change, negative = inhibition, most hits filed as inhibitors | hit rate 1.2% among 390,000 | AID 588591, 2011; further: on the % scale 0 is the no-effect control and ±100 the full control effect
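Fluorescent replication assay: 50 nM final substrate added after a 15 min room-temperature compound preincubation with 10 nM enzyme. Signal taken at 0 min and again at 10 min.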
The depositor's hits bear a star; ? = inconclusive; . = not tested or not shown; & = joins results of further samples; [ ] = dose if it differs, or a comment. The call rests on the fitted dose curve; in most records, active means well fitted curve in the direction sought with a large enough effect; inconclusive means small, poorly fitted or top-dose-only effect, or another doubt; inactive means no such curve, though single readings can be large; an effect the other way counts as inactive or inconclusive. Potency means the concentration at half of the fitted maximal effect.

SMILES | BAZ2B inh | POLK inh | Pol iota inh | G9a inh | JMJD2A Tudor inh | APEX1 inh | POLB inh | BLM inh | Pol eta inh
CN(C)CCN(Cc1cccs1)S(=O)(=O)c1csc(C(N)=O)c1 | -13% | -8% | 8% | 1% | -9% | -11% | -1% | 1% | 9%
COc1ccc(-c2nc(C#N)c(NCc3ccccc3Cl)o2)cc1 | 2% | -2% | -1%[58.9 µM] | -25%[59 µM] | -5% | 13% | -15% | -5% | -17%
Cn1c(=O)c2cc(S(=O)(=O)NC(Cc3ccccc3)C(=O)NCC3CCCO3)ccc2n(C)c1=O (configuration not stated) | -3% | 9% | 31%[activator] | 3% | 6% | 6% | -3% | 0% | -7%
COCCn1c(NC(=S)NC(=O)C23CC4CC(CC(C4)C2)C3)cc(=O)[nH]c1=O | -14% | 2% | 29% | 7%[59 µM] | -5%[11.4 µM] | 8% | 17% | -4% | -28%
CC1CCCN(S(=O)(=O)c2ccc(C(=O)Nc3nnc(C4CC4)o3)cc2)C1 (configuration not stated) | 35µM* | 0% | 19% | 42% | ? | 30% | 10% | -1% | -23%
CC1(C)CC(=O)C(C=NCC2CCN(C(=O)Cc3ccccc3)CC2)=C(O)C1 | -14% | 4% | 33%[activator] | -12%[59 µM] | 2% | 3% | 3% | -6% | -15%
COc1ccc(CC(=O)Nc2cc(=O)n(C)c(=O)n2C)cc1OC | 6% | -21% | 157%[activator] | 11% | -9% | 2% | 14% | 1% | 2%
CN1CCN(c2ccc(Cl)cc2NC(=O)c2nn(-c3ccccc3)c(=O)c3ccccc23)CC1 | 3% | -28% | 38%[activator] | -10%[59 µM] | -16% | -2% | 3% | -6% | -5%
CCOC(=O)c1cc2c(=O)n3ccccc3nc2n(CC2CCCO2)c1=NC(=O)c1cc(C)cc(C)c1 (configuration not stated) | 7% | -8% | -6% | 5%[59 µM] | -9% | . | 2% | 1% | -17%
CC(C)NC(=O)N(C)C[C@H]1Oc2ccc(NS(=O)(=O)c3ccc(F)cc3)cc2C(=O)N([C@H](C)CO)C[C@@H]1C | . | 0% | 14% | . | -14% | -9% | . | . | -12%
COc1cc(/C=C/C(=O)N2CCN(CC(O)COc3ccccc3)CC2)cc(OC)c1OC (configuration not stated) | -6% | -4% | 0% | -15% | -24% | -2% | 35% | -1% | 1%
CCN(C(=O)CCN1C(=O)c2ccccc2C1=O)C1CCCCC1 | 1% | -1% | -13% | -37% | -7% | -2% | 27% | -3% | 12%
CCOc1ccc(C2NC(=O)NC(C)=C2C(=O)OCc2ccccc2)cc1 (configuration not stated) | 4% | -10% | 9% | -12%[0.501 µM] | -6% | 5% | 11% | 5% | -11%
O=C(CSc1nc2ccccc2s1)c1cc2ccccc2o1 | 13% | -18% | ? | -3%[59 µM] | 10% | -4% | ? | -20% | ?
COC(=O)c1ccc(N2CCCCC2)c(NS(=O)(=O)c2ccc(C)cc2)c1 | 9% | -13% | 5% | 5% | 6% | -8% | 1% | -9% | -11%
Cn1c(=O)[nH]c(=O)c2c1nc(CN1CCN(c3ccccc3F)CC1)n2CCc1ccccc1 | -1% | -18% | 10% | -3%[59 µM] | -2% | 14% | 26% | -5% | -1%
O=C(CN1C2=NCCCN2c2ccccc21)c1ccc(Br)s1 | -34% | -10% | 10% | 50µM* | -18% | 16% | 19% | 3% | 3%
CC(/C=N/NC(=O)c1ccc(Cn2cc([N+](=O)[O-])cn2)o1)=C\c1ccccc1 | -17% | -10% | ? | 6% | -23% | 20% | -25% | -7% | 6%
CCOc1ccc(C(=O)N(CN2CCCC2=O)c2ccc(C)cc2)cc1 | -1% | -5% | 0% | 21%[59 µM] | -19% | 0% | 5% | 6% | 3%
CCC(=O)N1CCc2cc(S(=O)(=O)NCCC(=O)NCc3ccccc3Cl)ccc21 | -15% | 9%&-1% | 2%&-1% | -1% | -7%&0% | 34%[activator] | -1%&1% | 1%&2% | -15%&-18%
Cc1ccc(NC(=O)Cn2c(=O)n(Cc3ccccc3)c(=O)c3c2c2cc(C)ccc2n3C)cc1 | 7% | -5%[60.1 µM] | 12% | 6%[59 µM] | -4% | . | -20% | 1% | -27%
Cc1nc2c(nnn2Cc2ccccc2Cl)c(=O)[nH]1 | -5% | 3% | -4% | 0%[0.501 µM] | 3% | 45%[activator] | 12% | -6% | -15%
CCc1ccc(N(CC(=O)NC2CCCCC2)C(=O)CNC(=O)c2ccco2)cc1 | 5% | 0% | 117%[activator] | 6%[59 µM] | ? | 10%[12.4 µM] | 40% | 1% | -8%
Nc1sc(-c2ccccc2)cc1C(=O)O | ? | . | . | -45% | . | 0% | -18% | -6% | .
CCS(=O)(=O)Nc1ccc(C2=NN(S(=O)(=O)CC)C(c3cccs3)C2)cc1 (configuration not stated) | -18% | 1% | -4% | 40% | -3% | 26% | -2% | -1% | -16%

Part of the list above, with values under each structure:
Values in the order: BAZ2B inh, POLK inh, Pol iota inh, G9a inh, JMJD2A Tudor inh, APEX1 inh, POLB inh, BLM inh, Pol eta inh
> COc1ccc(-c2nc(C#N)c(NCc3ccccc3Cl)o2)cc1
 : 2%, -2%, -1%[58.9 µM], -25%[59 µM], -5%, 13%, -15%, -5%, -17%
> Cn1c(=O)c2cc(S(=O)(=O)NC(Cc3ccccc3)C(=O)NCC3CCCO3)ccc2n(C)c1=O (configuration not stated)
 : -3%, 9%, 31%[activator], 3%, 6%, 6%, -3%, 0%, -7%
> COCCn1c(NC(=S)NC(=O)C23CC4CC(CC(C4)C2)C3)cc(=O)[nH]c1=O
 : -14%, 2%, 29%, 7%[59 µM], -5%[11.4 µM], 8%, 17%, -4%, -28%
> CC1CCCN(S(=O)(=O)c2ccc(C(=O)Nc3nnc(C4CC4)o3)cc2)C1 (configuration not stated)
 : 35µM*, 0%, 19%, 42%, ?, 30%, 10%, -1%, -23%
> CC1(C)CC(=O)C(C=NCC2CCN(C(=O)Cc3ccccc3)CC2)=C(O)C1
 : -14%, 4%, 33%[activator], -12%[59 µM], 2%, 3%, 3%, -6%, -15%
> COc1ccc(CC(=O)Nc2cc(=O)n(C)c(=O)n2C)cc1OC
 : 6%, -21%, 157%[activator], 11%, -9%, 2%, 14%, 1%, 2%
> CN1CCN(c2ccc(Cl)cc2NC(=O)c2nn(-c3ccccc3)c(=O)c3ccccc23)CC1
 : 3%, -28%, 38%[activator], -10%[59 µM], -16%, -2%, 3%, -6%, -5%
> CCOC(=O)c1cc2c(=O)n3ccccc3nc2n(CC2CCCO2)c1=NC(=O)c1cc(C)cc(C)c1 (configuration not stated)
 : 7%, -8%, -6%, 5%[59 µM], -9%, ., 2%, 1%, -17%
> CC(C)NC(=O)N(C)C[C@H]1Oc2ccc(NS(=O)(=O)c3ccc(F)cc3)cc2C(=O)N([C@H](C)CO)C[C@@H]1C
 : ., 0%, 14%, ., -14%, -9%, ., ., -12%

(further entries)
SMILES | BAZ2B inh | POLK inh | Pol iota inh | G9a inh | JMJD2A Tudor inh | APEX1 inh | POLB inh | BLM inh | Pol eta inh
Cn1cccc1Cc1nnc(SCC(=O)Nc2ccccc2F)n1CCc1ccccc1 | ? | 2% | -17% | 45µM* | ? | 7% | 8% | -2% | -14%
Cc1ccc(S(=O)(=O)N(C)C)cc1NC(=O)CCNC(=O)c1ccccc1Cl | -19% | -11% | 11% | ? | -15% | -1% | -23% | -1% | -4%
CCCn1c(N)cc(=O)n(CCC)c1=O | -2% | 5% | 32%[activator] | -3% | 5% | 2% | 22% | -3% | -14%
CCOC(=O)N1N=C(c2ccccc2)CC1(O)C(C)(F)F (configuration not stated) | -19% | 10% | 47%[activator] | 19%[59 µM] | -2% | -1% | -12% | 2% | -8%
CCCCNC(=O)CSc1nc2ccc(C)cc2[nH]1 | . | -14% | 112%[activator] | -5% | -9%[57.1 µM] | -4% | 1% | -1% | -17%
O=C1c2ccccc2C(Nc2ccc(Cl)cn2)N1Cc1ccccc1 (configuration not stated) | 2% | -13% | -27% | -10% | -23% | ? | 1% | -12% | -13%
CCCCC(=O)NNC(=S)NC(=O)c1ccc(C)cc1 | 6% | 2% | 54%[activator] | 11µM* | -13% | -6% | 2% | 3% | -11%
O=S(=O)(N/N=C/c1ccc(OC2CSC2)cc1)c1ccccc1 | -12% | -15% | 116%[activator] | ? | -14% | 2% | -11% | -2% | -13%
CCCn1c(=O)c2ccccc2n2c(SCC(=O)c3cc(C)n(CCOC)c3C)nnc12 | -2% | 0% | -4% | 13%[59 µM] | -16% | 4% | 10% | 0% | -6%
COc1cc(C(=O)OCC(=O)c2c(N)n(C)c(=O)n(C)c2=O)ccc1OCCC(C)C | 4% | -4% | 53%[activator] | 12% | -11% | 1% | 6% | -4% | 4%
Clc1ccc(-c2nnc(-c3ccccc3)c(-c3c[nH]c4ccccc34)n2)cc1 | -27% | -2% | 58%[activator] | ? | -3% | 6% | -14% | -2% | -8%
O=C(Nc1cc(Cl)ccc1Cl)c1cc2nc(-c3ccc4c(c3)OCO4)cc(C(F)(F)F)n2n1 | 0% | 4% | 16% | 6%[59 µM] | -5% | . | 0% | -1% | -18%
COc1ccccc1CNC(=O)c1cccc(-c2ccccc2OC)n1 | . | -14% | . | ? | . | 2% | . | -2%[75.6 µM] | .
COC(=O)c1ccc(C(c2c(N)n(Cc3ccccc3)c(=O)n(C)c2=O)N2CCOCC2)cc1 (configuration not stated) | -12% | -11% | 10% | -15%[59 µM] | -3% | 0% | -4% | -3% | -15%
CN1CCN(CCCNC(=O)c2ccc(Cn3c(=S)[nH]c4ccc(Br)cc4c3=O)cc2)CC1 | ? | 2% | 122%[activator] | 32µM* | ? | 9% | 8% | 2% | -15%

Single entries from the results shown:
CCCCNC(=O)CSc1nc2ccc(C)cc2[nH]1 @ Pol iota inh = 112%[activator]
O=C1c2ccccc2C(Nc2ccc(Cl)cn2)N1Cc1ccccc1 (configuration not stated) @ G9a inh = -10%

Source: PubChem BioAssay (National Center for Advancing Translational Sciences (NCATS))

An excerpt (hit frequency here may not be typical).
